Screening data as filed in PubChem.
USP1 inh – USP1/UAF1 (human) deubiquitinase inhibition; actives 0.23% (n = 390,000); recombinant USP1/UAF1, Ub-Rhodamine cleavage fluorescence; Potency, µM (doses to about 57.1 µM), for the others: at the top dose activity change, negative = inhibition, hits mostly inhibitors; further: on the % scale 0 is the no-effect control and ±100 the full control effect; nearly all actives have a fitted effect of over 60% in size; inactives centre near -12
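USP1/UAF1 complex (1 nM) preincubated 15 min at room temperature with compound, then Ub-Rho substrate (150 nM final) added. Kinetic fluorescence at 480/540 nm over 6 reads at 60 s intervals; 50 mM HEPES pH 7.8, 0.5 mM EDTA, 0.1 mg/ml BSA, 1 mM TCEP, 0.01% Tween-20.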
mIDH1 inhibitor – inhibitors of human mutant IDH1 R132H; O75874; IDH1-R132H enzyme, NADPH consumption, diaphorase/resazurin fluorescence; Potency, µM (titrated, usually from 76.6 µM), without a hit: at the top dose activity change, negative = inhibition, actives largely listed as inhibitors; actives 0.093% (n = 390,000); further: on the % scale 0 is the no-effect control and ±100 the full control effect; nearly all actives have a fitted effect of over 65% in size
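IDH1-R132H (0.5 ug/mL dispensed) in pH 7.5 Tris buffer was preincubated 30 min with compound, then given a substrate mix of 0.016 mM NADPH and 2 mM alpha-KG for 80 min at room temperature; remaining NADPH was read by diaphorase/resazurin fluorescence.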
TrxR1 substrate – is turned over as a substrate by rat TrxR1; O89049; actives 0.01% (n = 390,000); purified TrxR1 substrate turnover, NADPH consumption readout; Potency, µM (doses to about 114 µM), without a hit: top-dose activity change, negative = substrate turnover; AID 588456; further: on the % scale 0 is the no-effect control and ±100 the full control effect; nearly all actives have a fitted effect of over 50% in size
Target sequence (O89049 whole entry, looked up): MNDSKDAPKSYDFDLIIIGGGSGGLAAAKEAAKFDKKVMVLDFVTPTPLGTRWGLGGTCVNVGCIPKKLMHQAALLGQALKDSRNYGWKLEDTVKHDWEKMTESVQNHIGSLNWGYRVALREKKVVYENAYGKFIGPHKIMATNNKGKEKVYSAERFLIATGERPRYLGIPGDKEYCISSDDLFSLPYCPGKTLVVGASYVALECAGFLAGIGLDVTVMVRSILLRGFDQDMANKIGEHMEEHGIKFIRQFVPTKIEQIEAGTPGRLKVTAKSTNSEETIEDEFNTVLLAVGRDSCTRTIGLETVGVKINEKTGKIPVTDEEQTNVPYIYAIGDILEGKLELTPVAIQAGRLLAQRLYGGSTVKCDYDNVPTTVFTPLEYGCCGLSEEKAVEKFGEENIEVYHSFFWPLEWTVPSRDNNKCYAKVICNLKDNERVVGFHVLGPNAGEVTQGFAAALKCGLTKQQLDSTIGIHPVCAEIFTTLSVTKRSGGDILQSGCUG
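Rat TrxR1, dispensed at 90 nM, was prereduced with 400 uM NADPH (final) for 5 min at ~22 deg C, then incubated with compound 15 min before 400 uM selenite. A first-read NADPH fluorescence drop versus no-compound background flagged substrates.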
12-LOX inh – inhibitors of human 12S-lipoxygenase ALOX12; P18054; purified 12hLO, xylenol orange hydroperoxide absorbance; Potency, µM (highest dose often 108 µM), inactives show at the highest dose activity change, negative = inhibition, usual class: inhibitors; actives 1.1% (n = 580,000); AID 1671190; further: on the % scale 0 is the no-effect control and ±100 the full control effect
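Purified human 12hLO (150 nM final) in 25 mM Hepes, 0.01% Triton X-100, pH 7.0 was preincubated 15 min at room temperature with compound. Then 40 uM arachidonic acid was added, 30 min. Hydroperoxide was read by Fe-XO absorbance ratio 573/405 nm.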
TrxR1 inh – inhibitors of rat thioredoxin reductase 1. actives 1% (n = 390,000). AID 588453. recombinant rTrxR1, NADPH fluorescence consumption, selenite substrate. O89049. Potency, µM (top dose mostly 114 µM), for the others: at the highest dose activity change, negative = inhibition, usual class: inhibitors; further: on the % scale 0 is the no-effect control and ±100 the full control effect; nearly all actives have a fitted effect of over 65% in size
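Rat TrxR1 (90 nM in the dispensed reagent) was pre-reduced with 400 uM NADPH for 5 min at room temperature, then incubated with compound for 15 min. After 400 uM selenite was added, NADPH fluorescence (Ex 340/Em 450 nm) was followed for 8 min.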
Vif-APOBEC3G blk – Vif-A3G binding inhibition; actives 0.076% (n = 410,000); Q9HC16; Potency, µM (series often up to 46.1 µM), for the others: at the top dose activity, negative = active, most hits filed as inhibitors; HeLa A3G-eYFP + Vif (tagged APOBEC3G with the HIV-1 protein that degrades it), YFP fluorescence, overnight;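 further: on the % scale 0 is the no-effect control and ±100 the full control effect; nearly all actives have a fitted effect of over 60% in size; hits raise eYFP signal because A3G escapes Vif-driven loss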
Target sequence (Q9HC16 whole entry, looked up): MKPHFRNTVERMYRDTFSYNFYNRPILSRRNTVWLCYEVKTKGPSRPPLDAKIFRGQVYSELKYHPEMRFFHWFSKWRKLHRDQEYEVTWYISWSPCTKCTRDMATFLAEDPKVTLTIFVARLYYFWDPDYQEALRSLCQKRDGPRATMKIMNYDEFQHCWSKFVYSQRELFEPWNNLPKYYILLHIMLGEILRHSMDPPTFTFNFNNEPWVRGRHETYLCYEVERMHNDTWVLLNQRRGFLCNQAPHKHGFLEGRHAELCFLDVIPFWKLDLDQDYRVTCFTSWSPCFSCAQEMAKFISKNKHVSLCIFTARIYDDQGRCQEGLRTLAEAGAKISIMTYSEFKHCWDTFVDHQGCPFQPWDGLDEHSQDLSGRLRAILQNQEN
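Read-out is eYFP fluorescence (Ex 488/Em 500-530) from Vif-expressing HeLa A3G-eYFP cells; more signal means A3G escaped Vif-mediated degradation. Cells plated overnight, compound pinned in, incubated overnight at 37 deg C.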
Vif-A3F inh – blocks the Vif interaction with APOBEC3F; HeLa A3F-eYFP + Vif (tagged APOBEC3F with the HIV-1 protein that degrades it), YFP fluorescence increase; Potency, µM (highest dose often 46.1 µM), for the others: at the highest dose activity, negative = active; actives 0.2% (n = 390,000); AID 602313; further: % of control where 0% means no effect; nearly all actives have a fitted effect of over 65% in size
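HeLa cells stably expressing Vif plus C-terminally eYFP-tagged A3F were seeded, incubated overnight at 37 deg C, dosed with compound, incubated overnight again at 37 deg C. Yellow fluorescence (Ex 488/Em 500-530) reported blocked Vif-mediated A3F-eYFP degradation.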
RGS4 inh – inhibitors of human regulator of G protein signaling 4; AID 504845; P49798; actives 0.039% (n = 390,000); Potency, µM (doses to about 114 µM), inactives show at the top dose activity change, negative = inhibition, actives largely listed as inhibitors; Transcreener GDP fluorescence polarization, RGS4-accelerated GTP hydrolysis; further: on the % scale 0 is the no-effect control and ±100 the full control effect; nearly all actives have a fitted effect of over 75% in size; some results filed as inactive show a strong effect at the top dose
Target sequence (P49798 whole entry, looked up): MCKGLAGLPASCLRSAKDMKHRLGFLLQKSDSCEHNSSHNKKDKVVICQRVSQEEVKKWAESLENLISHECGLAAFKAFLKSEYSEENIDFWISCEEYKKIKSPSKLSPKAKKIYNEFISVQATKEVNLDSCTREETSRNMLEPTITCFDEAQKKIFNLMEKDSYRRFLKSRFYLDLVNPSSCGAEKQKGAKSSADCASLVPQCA
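MLSMR compounds (23 nl, pin-transferred) preincubated 10 min at room temperature with a 500nM (2x) first reagent, then RGS4 at 900nM (2x) plus Transcreener GDP mix added; fluorescence polarization (620/688 nm) read before and after 90 min at 30 °C.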
RXFP1 ag – agonists of human relaxin receptor RXFP1; Q9HBX9; HEK293T-RXFP1 cAMP TR-FRET, 30 min; response scale: percent of porcine relaxin response, buffer zero; Potency, µM (doses to about 57.5 µM), without a hit: top-dose activation, usual class: activators; actives 0.3% (n = 370,000); AID 2676; further: on the % scale 0 is the no-effect control and ±100 the full control effect; nearly all actives have a fitted effect of over 60% in size; many of its hits are not listed in these tables
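HEK293 cells stably expressing RXFP1, treated 30 min at 37C with compounds plus PDE4 inhibitor Ro 20174; cAMP measured by HTRF TR-FRET. Normalized to buffer and 29 nM porcine relaxin; EC50 by Hill fit.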
The depositor's hits bear a star; ? = inconclusive; / = not tested or not shown; [ ] = another dose, or the depositor's remark. The call rests on the fitted dose curve; in most records, active means well fitted curve in the direction sought with a large enough effect; inconclusive means small, poorly fitted or top-dose-only effect, or another doubt; inactive means no such curve, though single readings can be large; an effect the other way counts as inactive or inconclusive. Potency means the concentration at half of the fitted maximal effect. A portion of the library, so the mix of outcomes need not match the whole.

Each structure is followed by: USP1 inh	mIDH1 inhibitor	TrxR1 substrate	12-LOX inh	TrxR1 inh	Vif-APOBEC3G blk	Vif-A3F inh	RGS4 inh	RXFP1 ag
1) O=C(Nc1ccc(O)c2c(=O)cc(-c3cccc(Cl)c3)oc12)c1cccc(Cl)c1
→ -9%	-1%	-8%[57.1 µM]	?	11%[57.1 µM]	0%	-8%	-18%	1.8%
2) CCOCCCN(C(=O)Cn1nnc(-c2ccc(C)o2)n1)C(C(=O)NC1CCCC1)c1ccc(C)o1 (stereo not given)
→ -14%	6%	-10%[57.1 µM]	-5%	29%[57.1 µM]	2%	5%	-5%	-3.9%
3) C/C(CC(=O)Nc1ccc(Cl)cc1Cl)=N\NC(=O)C(=O)NCCO
→ -9%	-1%	-3%	-26%	-5%	0%	3%	-31%	1.2%
4) CC(NC(=O)c1ccco1)c1ccc2c(c1)OCCO2 (stereo not given)
→ -1%	-1%	6%[57.1 µM]	-17%	1%[57.1 µM]	0%	4%	-15%	-0.2%
5) COc1ccc(NC(=O)CSc2nncs2)cc1S(=O)(=O)N1CCCCC1
→ -7%	-1%	-8%	0%	5%	1%	-8%	-9%	/
6) COc1ccccc1NC(=O)C1CCOC1=O (stereo not given)
→ -23%	-2%	7%	214%[activator]	29%	2%	10%	0%	/
7) CCOC(=O)C1CCN(C(=O)c2cccc(NS(=O)(=O)c3ccc(F)c(F)c3)c2)CC1
→ ?	2%	2%[57.1 µM]	-14%	22%[57.1 µM]	0%	0%	-4%	-0.7%
8) O=C(Cn1cc(C(=O)C2CC2)c2ccccc21)Nc1ccccc1Cl
→ 2%	-6%	-1%	0%	14%	-2%	-5%	4%	27%
9) CCc1ccccc1NC(=O)c1cc(S(=O)(=O)NC2CCCC2)ccc1F
→ -13%	5%	7%[57.1 µM]	-13%	28%[57.1 µM]	-3%	3%	9%	6.4%
10) COc1cc(Br)c(S(=O)(=O)Nc2c(C)n(C)n(-c3ccccc3)c2=O)cc1OC
→ -8%	3%	2%	4%	7%	-3%	-10%	18%	0.4%
11) CCc1nc(SCC(=O)Nc2cc(C)on2)n[nH]1
→ -18%	1%	-1%	0%	5%[57.1 µM]	-2%	-1%	-5%	2.1%
12) COc1ccc(N2C(=O)C(O)C2c2ccc(C)cc2)cc1 (stereo not given)
→ -4%	-3%	-8%	1%	-6%	0%	7%	6%	-0.1%
13) Cc1nnc(N2C(=O)C(=O)/C(=C(/O)c3ccc4c(c3)OCCO4)C2c2cccc([N+](=O)[O-])c2)s1 (stereo not given)
→ -19%	1%	/	?	/	0%	-2%	/	/
14) Cc1ccc(-c2cc(C(=O)NCCN3CCOCC3)no2)cc1
→ 3%	2%	-4%	-14%	-27%	0%	-8%	-2%	1.0%
15) O=C(COc1ncnc2ccccc12)N1CCN(S(=O)(=O)c2ccccc2)CC1
→ -4%	7%	-1%[57.1 µM]	6%	30%[activator][57.1 µM]	-1%	10%	3%	-0.9%
16) CC[C@@H](C)[C@H](NC(=O)CCc1c(C)c2cc3c4c(oc3c(C)c2oc1=O)CCCC4)C(=O)O
→ -16%	?	10%	-4%	4%	5%	0%	14%	5.5%
17) CCN(CC)CCNCC1C(=O)O[C@@H]2C[C@@]3(C)CCC[C@H](C)C3=C[C@H]12 (stereo not given in full)
→ 0%	3%	13%[57.1 µM]	0%	7%[57.1 µM]	-14%	9%	21%	0.1%
18) Cc1ccc(-n2cc(CNCCn3nc(C)cc3C)c(-c3ccc(F)cc3)n2)cc1
→ -21%	7%	0%[57.1 µM]	-26%	12%[57.1 µM]	1%	-3%	9%	1.9%
19) COc1ccc(C2C(C#N)=C(SC)NC3=C2C(=O)CC(C)(C)C3)cc1 (stereo not given)
→ -11%	1%	-7%	?	-27%	0%	-2%	-11%	3.3%
20) CCCNC(=O)C1CCN(S(=O)(=O)c2c(C)noc2/C=C\c2ccc(OC)cc2)CC1
→ -12%	2%	12%[57.1 µM]	9%	3%[57.1 µM]	0%	7%	-11%	0.0%
21) CCN(CC(=O)Nc1ccccc1OC)C(=O)CN1C(=O)NC(C)(c2ccccc2)C1=O (stereo not given)
→ -11%	1%	-7%	0%	-11%	-7%	0%	9%	-0.9%
22) CN(C)C(=O)c1c2c(nc3ccccc13)-c1ccccc1CC2
→ -11%	-2%	20%[57.1 µM]	0%	14%[57.1 µM]	-5%	-2%	-23%	1.5%
23) CCCCCCSc1nsc(N)n1
→ -1%	-3%	5%[57.1 µM]	0%	-4%[57.1 µM]	-2%	-7%	19%	0.5%
24) CC(=O)c1cccc(NC(=O)CN2CCc3cc4c(cc3C2)OCCCO4)c1
→ -6%	-9%	0%	3%	8%	2%	-8%	2%	1.9%
25) O=C(CN(C(=O)CCC(=O)Nc1ccccn1)c1ccc2c(c1)OCO2)NCc1ccco1
→ -4%	2%	-6%	13%	3%[57.1 µM]	0%	-5%	-10%	1.1%
26) CC(=O)N1CCN(C(=O)c2cc(S(=O)(=O)Nc3ccc(S(C)(=O)=O)cc3)ccc2Cl)CC1
→ -13%	-9%	6%[57.1 µM]	3%	1%[57.1 µM]	-1%	7%	-12%	-1.1%
27) O=C(COC(=O)c1cccc(OC(F)F)c1)Nc1cc(S(=O)(=O)N2CCCC2)ccc1Cl
→ -16%	-6%	/	6%	/	2%	0%	/	/
28) CCCS(=O)(=O)c1ccc(COC(=O)c2ccc(NC(C)=O)cc2)cc1
→ -8%	6%	-1%[57.1 µM]	0%	28%[57.1 µM]	0%	-29%	0%	1.4%
29) CC(=O)c1ccc2c(c1)N(C)c1ccccc1S2
→ -7%	2%	-2%[57.1 µM]	?	-15%[57.1 µM]	-22%	9%	12%[11.4 µM]	0.3%
30) COC(=O)c1ccc2c(=O)n(CCCN3CCOCC3)c(=S)[nH]c2c1
→ -7%	4%	8%[11.4 µM]	0%	6%[11.4 µM]	1%	-2%	18%	1.0%
31) CC(C)OCCCNC(=O)c1cc(-c2cccs2)nc2ccccc12
→ -11%	-7%	120%[activator]	?	44%[activator]	-6%	3%	5%	0.0%
32) O=C(CCc1nc(-c2ccccc2F)no1)Nc1ccc(Oc2ccccc2)cc1
→ -16%	3%	11%	10%	18%[57.1 µM]	-12%	-6%	-4%	-0.3%
33) COc1ccc(/C(C)=N/Nc2nccnc2Cl)cc1
→ -4%	4%	-10%	21%	2%	1%	?	-8%	-0.3%
34) O=C(c1ccc2noc(-c3ccccc3)c2c1)N1CCN(c2ccccc2)CC1
→ -24%	5%	-12%	9%	?	0%	-14%	-20%	0.1%
35) C=CCNC1=C(Cl)C(=O)N(Cc2ccccc2)C1=O
→ -10%	7%	1%	-1%	-3%	5%	1%	-19%	-1.0%
36) O=C(Cc1ccc([N+](=O)[O-])cc1)Nc1cc(C(F)(F)F)cc(C(F)(F)F)c1
→ ?	10%	4%[57.1 µM]	135%[activator]	17%[57.1 µM]	-1%	6%	9%	-0.2%
37) O=c1[nH]c2ccc(S(=O)(=O)NCc3ccccc3)cc2[nH]1
→ -18%	-4%	4%	-7%	14%	1%	0%	-16%	1.4%
38) Cc1noc(C)c1NC(=O)N(C)C[C@@H]1Oc2ncc(C#CC3CC3)cc2C(=O)N([C@@H](C)CO)C[C@@H]1C
→ -10%	-4%	/	-43%	/	0%	6%	/	/
39) Cc1sc2nc(CSc3nnc(Cc4cccs4)n3C3CCCCC3)[nH]c(=O)c2c1C
→ -4%	-3%	-12%	6%	-8%	2%	4%	6%	-0.2%
40) Cc1cc(C(=O)NN)c(Cl)cc1Cl
→ -23%	-1%	5%	28%	16%	0%	-10%	3%	-0.6%
41) COc1ccc(Nc2oc(-c3ccc(COc4ccccc4C)o3)nc2C#N)cc1
→ -19%	-3%	3%	?	1%	-2%	1%	-17%	1.6%
42) C=CCn1c(COc2ccccc2)nc2ccccc21
→ -16%	-3%	7%	9%	45%[activator]	-4%	-26%	18%	1.1%
43) COc1ccc(CCn2nnnc2C(CC(C)C)N2CCC(C(N)=O)CC2)cc1OC (stereo not given)
→ -8%	5%	2%[11.4 µM]	9%	-17%[11.4 µM]	1%	4%	-1%[11.4 µM]	0.9%
44) COc1cc2cc(C(c3nnnn3C3CCCCC3)N(C)C3CCCCC3)c(=O)[nH]c2cc1OC (stereo not given)
→ -13%	-2%	3%	/	-1%	6%	-3%	27%	-0.8%

Single records, from the list above. Order of screens: USP1 inh | mIDH1 inhibitor | TrxR1 substrate | 12-LOX inh | TrxR1 inh | Vif-APOBEC3G blk | Vif-A3F inh | RGS4 inh | RXFP1 ag
C=CCn1c(COc2ccccc2)nc2ccccc21 reads -16% | -3% | 7% | 9% | 45%[activator] | -4% | -26% | 18% | 1.1%
COc1ccc(CCn2nnnc2C(CC(C)C)N2CCC(C(N)=O)CC2)cc1OC (stereo not given) reads -8% | 5% | 2%[11.4 µM] | 9% | -17%[11.4 µM] | 1% | 4% | -1%[11.4 µM] | 0.9%
